Source: PubChem BioAssay (The Scripps Research Institute Molecular Screening Center)
pPAFAH FP inh: inhibitors of human plasma PAF acetylhydrolase (pPAFAH). Q13093. recombinant pPAFAH, FP-rhodamine probe fluorescence polarization. inhibition, % at 3.39 µM. actives 1.5% (n = 330,000). AID 463082;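 active = inhibition above the mean inhibition across the screen plus 3 SD, cut at about 25% in these data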;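 note: inhibitors block binding of the rhodamine activity-based probe so polarization drops; 0% = enzyme with DMSO and 100% = wells lacking pPAFAH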
PAD4 FP inh: inhibitors of human PAD4; actives 0.41% (n = 330,000); inhibition, % at 6.36 µM; recombinant PAD4, RCA probe fluorescence polarization; Q9UM07;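 active = percent inhibition above a cutoff equal to the mean of all tested compounds plus 3 SD, cut at about 15% in these data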;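 note: 0% = PAD4 with RCA probe and DMSO and 100% = probe without PAD4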
PAFAH1B3 FP inh: blocks human PAF acetylhydrolase 1B catalytic subunit 3; Q15102; recombinant PAFAH1B3, FP-rhodamine probe, fluorescence polarization; inhibition, % at 3.39 µM; actives 0.28% (n = 340,000); AID 492972;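 active = inhibition above the screen-wide average of all tested compounds plus 3 SD, cut at about 25% in these data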;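 note: 0% = enzyme with DMSO only and 100% = wells lacking PAFAH1B3 protein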
PAFAH1B2 inh: inhibitors of human PAFAH1B2; recombinant PAFAH1B2, FP-rhodamine activity probe, fluorescence polarization; inhibition, % at 3.39 µM; actives 1.2% (n = 340,000);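 active = inhibition above the mean of all tested compounds plus 3 SD, cut at about 24% in these data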;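 note: 0% = enzyme with DMSO and 100% = wells lacking PAFAH1B2; many of its hits are not listed in these tables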
GSTO1 counter: counter-screen for RBBP9 inhibitors: inhibitors of human GSTO1 | P78417 | recombinant GSTO1, activity-based probe fluorescence polarization | inhibition, % at 5.96 µM | actives 1.1% (n = 300,000);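 active = inhibition above the campaign mean inhibition plus 3 SD, cut at about 35% in these data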;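 note: 0% = GSTO1-1 with DMSO and 100% = wells lacking GSTO1-1 enzyme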
LYPLA1 inh: blocks human lysophospholipase 1, a PME1 counter-screen | AID 2174 | actives 0.16% (n = 320,000) | inhibition, % at 5.9 µM | O75608 | recombinant LYPLA1, FP-Rh probe fluorescence polarization;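 active = inhibition above the mean of all tested compounds plus 3 SD, set per campaign, cut at about 14% in these data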;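 note: inhibitors block serine hydrolase probe labeling of LYPLA1 so polarization falls; 0% = enzyme with DMSO and 100% = wells lacking LYPLA1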
LYPLA2 counter: counter-screen for PME1 inhibitors: inhibitors of human LYPLA2; inhibition, % at 5.9 µM; recombinant LYPLA2, FP-Rh probe fluorescence polarization; O95372; AID 2177; actives 0.38% (n = 320,000);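 active = inhibition above the screen-wide mean plus 3 SD, limit set per campaign, cut at about 26% in these data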;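 note: 0% = LYPLA2 with DMSO and 100% = wells lacking LYPLA2 enzyme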
Target sequence (O95372 whole entry, looked up): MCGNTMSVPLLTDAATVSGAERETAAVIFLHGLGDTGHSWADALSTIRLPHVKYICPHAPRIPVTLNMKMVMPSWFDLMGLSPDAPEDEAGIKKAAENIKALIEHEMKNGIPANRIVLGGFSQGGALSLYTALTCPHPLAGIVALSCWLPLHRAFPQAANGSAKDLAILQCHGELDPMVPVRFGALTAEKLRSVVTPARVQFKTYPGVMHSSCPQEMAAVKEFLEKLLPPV
PREPL inh: inhibitors of human prolyl oligopeptidase-like enzyme PREPL; actives 0.68% (n = 320,000); recombinant PREPL, fluorescence polarization activity-based probe; inhibition, % at 5.96 µM; in the data active = inhibition above about 43%;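 note: 0% = enzyme with DMSO and 100% = wells lacking enzyme; many of its hits are not listed in these tables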
Target sequence (Q4J6C6 whole entry, looked up): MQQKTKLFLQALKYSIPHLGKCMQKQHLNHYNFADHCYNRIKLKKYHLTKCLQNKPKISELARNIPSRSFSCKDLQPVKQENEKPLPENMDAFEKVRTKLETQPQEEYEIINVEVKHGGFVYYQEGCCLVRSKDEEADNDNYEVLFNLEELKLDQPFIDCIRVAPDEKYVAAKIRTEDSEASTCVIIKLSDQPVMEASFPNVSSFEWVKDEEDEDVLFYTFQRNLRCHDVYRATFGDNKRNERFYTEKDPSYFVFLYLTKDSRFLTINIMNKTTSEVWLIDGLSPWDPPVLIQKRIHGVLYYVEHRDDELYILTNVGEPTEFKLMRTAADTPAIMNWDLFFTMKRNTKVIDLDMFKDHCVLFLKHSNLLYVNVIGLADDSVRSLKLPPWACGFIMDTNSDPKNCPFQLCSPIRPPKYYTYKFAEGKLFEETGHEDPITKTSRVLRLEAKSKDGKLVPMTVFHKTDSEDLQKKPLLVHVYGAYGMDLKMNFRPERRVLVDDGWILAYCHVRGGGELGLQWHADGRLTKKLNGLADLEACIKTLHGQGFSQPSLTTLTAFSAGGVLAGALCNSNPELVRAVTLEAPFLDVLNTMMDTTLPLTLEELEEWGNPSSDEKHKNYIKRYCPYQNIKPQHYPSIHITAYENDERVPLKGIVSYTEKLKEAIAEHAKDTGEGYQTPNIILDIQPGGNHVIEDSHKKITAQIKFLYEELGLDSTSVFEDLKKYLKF
PME-1 inh: blocks human protein phosphatase methylesterase 1; Q9Y570; recombinant PME-1, FP-Rh probe fluorescence polarization; inhibition, % at 5.9 µM; actives 0.53% (n = 320,000); AID 2130;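 active = inhibition above the campaign mean of all compounds plus 3 SD, cut at about 26% in these data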;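 note: competitive labeling of PME-1 active site by serine hydrolase directed probe; 0% = PME-1 with DMSO and 100% = wells lacking PME-1 enzyme; inhibitors block probe labeling so polarization falls and inhibition rises; many of its hits are not listed in these tables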
* = called active by the depositor; x = no result given.

Order of values – pPAFAH FP inh	PAD4 FP inh	PAFAH1B3 FP inh	PAFAH1B2 inh	GSTO1 counter	LYPLA1 inh	LYPLA2 counter	PREPL inh	PME-1 inh
> O=C(COC(=O)CN1C(=O)C2CCCCC2C1=O)NNC(=O)c1ccc(Cl)cc1 (centres undefined)
    1	0	-2	7	4	0	1	-7	0
> CC(C)CNS(=O)(=O)c1ccc(CCC(=O)N2CCC(C(N)=O)CC2)cc1
    10	-2	1	0	12	0	2	6	6
> CC(=NCCN1CCN(C(C)=C2C(=O)c3ccccc3C2=O)CC1)C1=C(O)CC(C)(C)CC1=O
    0	1	4	4	-5	0	0	14	4
> Cc1ccc(C)c(S(=O)(=O)N2CCN(C(=O)c3sccc3C)CC2)c1
    8	-3	0	-2	7	-1	1	2	7
> O=C(N/N=C\c1ccc(Cl)s1)C1COc2ccccc2O1 (centres undefined)
    6	-3	3	-2	-1	-1	-3	-6	-1
> CCOC(=O)c1c(C)[nH]c(C(=O)COC(=O)c2cnc(C)cn2)c1C
    -3	-4	5	1	3	-3	0	-1	0
> Cc1cc(C(=O)C(C)OC(=O)c2cnccn2)c(C)n1-c1ccccc1 (centres undefined)
    4	-5	3	-1	11	1	0	-3	0
> Cc1csc(NC(=O)COc2ccc3c(c2)CCC3)n1
    -4	2	3	5	x	-1	-1	3	-29
> COCCNC(=O)Cn1c(=O)n(Cc2ccc(C(=O)NCc3ccco3)cc2)c(=O)c2ccccc21
    2	-2	7	-1	4	0	5	5	-7
> COc1cccc(NC2=C(Cl)C(=O)OC2OC(=O)c2ccco2)c1 (centres undefined)
    1	-3	1	3	10	2	0	4	-4

A different layout for part of the listing above.
Cc1ccc(C)c(S(=O)(=O)N2CCN(C(=O)c3sccc3C)CC2)c1
  pPAFAH FP inh: 8	PAD4 FP inh: -3	PAFAH1B3 FP inh: 0	PAFAH1B2 inh: -2	GSTO1 counter: 7	LYPLA1 inh: -1	LYPLA2 counter: 1	PREPL inh: 2	PME-1 inh: 7
Cc1csc(NC(=O)COc2ccc3c(c2)CCC3)n1
  pPAFAH FP inh: -4	PAD4 FP inh: 2	PAFAH1B3 FP inh: 3	PAFAH1B2 inh: 5	GSTO1 counter: x	LYPLA1 inh: -1	LYPLA2 counter: -1	PREPL inh: 3	PME-1 inh: -29
O=C(COC(=O)CN1C(=O)C2CCCCC2C1=O)NNC(=O)c1ccc(Cl)cc1 (centres undefined)
  pPAFAH FP inh: 1	PAD4 FP inh: 0	PAFAH1B3 FP inh: -2	PAFAH1B2 inh: 7	GSTO1 counter: 4	LYPLA1 inh: 0	LYPLA2 counter: 1	PREPL inh: -7	PME-1 inh: 0
COCCNC(=O)Cn1c(=O)n(Cc2ccc(C(=O)NCc3ccco3)cc2)c(=O)c2ccccc21
  pPAFAH FP inh: 2	PAD4 FP inh: -2	PAFAH1B3 FP inh: 7	PAFAH1B2 inh: -1	GSTO1 counter: 4	LYPLA1 inh: 0	LYPLA2 counter: 5	PREPL inh: 5	PME-1 inh: -7

Continued.
Order of values – pPAFAH FP inh	PAD4 FP inh	PAFAH1B3 FP inh	PAFAH1B2 inh	GSTO1 counter	LYPLA1 inh	LYPLA2 counter	PREPL inh	PME-1 inh
> CCCNC(=O)c1ccc(Cn2cc(-c3ccc(OC)cc3)nc2C(C)N)cc1 (centres undefined)
    -4	-6	4	-1	7	0	-1	4	1
> CCOc1ccccc1OCC(=O)Nc1ccc(OC)c(S(=O)(=O)N2CCCCC2)c1
    1	-9	-5	-7	-18	-7	-11	-7	-1
> O=C(CN1CCN(Cc2ccc(F)cc2)CC1)Nc1nc2ccccc2s1
    4	-2	6	7	2	0	5	-13	2
> Cc1nc2ccccc2n1CC(=O)NCCN1CCCC1
    4	-1	9	-1	5	5	10	15	-1
> CCC(C)(C)n1nnnc1C(c1cccc(C#N)c1)N1CCN(c2cc(C)ccc2C)CC1 (centres undefined)
    -6	2	4	-1	6	2	1	0	-7
> CC1CN(C(=O)CN2C(=O)NC(C)(c3ccccc3)C2=O)CC(C)O1 (centres undefined)
    5	-3	10	8	6	3	10	3	2
> CCCCCCNC(=O)c1c(O)c2cccc3c2n(c1=O)CCC3
    3	-2	-5	-2	-1	-2	-14	0	-5
> COCCn1c(SCC(=O)Nc2cccc(C)c2)nnc1C(C)C
    3	-3	9	6	18	2	5	8	-3
> O=C(CNC(=O)c1ccc(Br)cc1)NCC(=O)OCC(=O)c1ccc([N+](=O)[O-])cc1
    -1	0	0	1	18	1	0	16	-3
> COc1ccccc1-c1nc2c(c(SCC(=O)N3CCCCC3)n1)Cc1c(CO)cnc(C)c1O2
    6	-2	3	3	15	2	-3	14	0

Next part.
Order of values – pPAFAH FP inh	PAD4 FP inh	PAFAH1B3 FP inh	PAFAH1B2 inh	GSTO1 counter	LYPLA1 inh	LYPLA2 counter	PREPL inh	PME-1 inh
> O=C(NCC(=O)N(c1cccnc1)C(C(=O)NC1CCCCC1)c1ccccc1)c1ccco1 (centres undefined)
    2	3	5	5	2	2	-4	-3	-1
> C/C(Cc1ccccc1)=N/NC(=O)CCCC(=O)N/N=C(/C)Cc1ccccc1
    3	0	4	2	0	1	1	-1	0
> O=C(CN1CCCCC1)NCC(=O)Nc1ccc(F)c(F)c1F
    0	-1	5	4	x	2	3	11	-1
> O=C(CSc1nnc(-c2ccc(Cl)cc2)n1Cc1ccco1)NCc1ccc2c(c1)OCO2
    7	-5	-3	4	1	1	3	-3	0
> COc1ccc(CNC(=O)COC(=O)C2CCN(S(=O)(=O)c3ccccc3C(F)(F)F)CC2)cc1
    24	-3	1	4	13	-1	-2	8	-5
> COCCn1nnnc1C(c1cc2cc(OC)c(OC)cc2[nH]c1=O)N1CCN(c2ccc(O)cc2)CC1 (centres undefined)
    7	-2	2	7	21	-1	-3	8	-1
> CCCC(=O)Nc1ccccc1N1CCN(C(=O)c2ccccc2)CC1
    2	-1	5	2	5	1	2	2	1
> COc1ccc(C2(C)NC(=O)N(CC(=O)NC3CCCC3)C2=O)cc1OC (centres undefined)
    -5	-1	9	-1	x	2	3	12	2
> CCn1c(=O)c(C(=O)NNC(=O)c2ccccc2F)c(O)c2ccccc21
    3	4	11	-1	3	2	7	19	6
> CCCCCCCCCC[n+]1cccc(C(=O)N(CC)CC)c1
    -1	-4	2	4	-5	-6	0	13	3

(listing goes on)
Order of values – pPAFAH FP inh	PAD4 FP inh	PAFAH1B3 FP inh	PAFAH1B2 inh	GSTO1 counter	LYPLA1 inh	LYPLA2 counter	PREPL inh	PME-1 inh
> COc1cc(/C=N/NC(=O)C(Cc2c[nH]c3ccccc23)NC(=O)OCc2ccccc2)cc([N+](=O)[O-])c1O (centres undefined)
    46*	3	14	43*	26	-4	0	38	29*
> CN(Cc1ccc(F)cc1)C(=O)C(Cc1ccccc1)NC(=O)c1ccccc1 (centres undefined)
    11	-8	0	10	11	5	6	-10	6
> CCN(CC)CCN(C(=O)c1ccc(S(=O)(=O)N2CCOCC2)cc1)c1nc2cc3c(cc2s1)OCCO3
    2	4	5	5	2	0	-3	7	1
> C/C(N)=C(/C#N)C(=O)COC(=O)c1cc(-c2cccc(Br)c2)nc2ccccc12
    -5	-6	7	-9	-21	-11	-24	3	-13
> COc1ccc(OCC(=O)Nc2c3c(nn2-c2ccc(OC)cc2)CS(=O)(=O)C3)cc1
    4	-3	-11	10	3	3	0	-2	2
> CC(C)CNC(=S)N(Cc1ccco1)Cc1cc2cc3c(cc2[nH]c1=O)OCCO3
    3	-5	6	-2	-6	-1	-5	-10	0
> Cc1ccccc1N=C/C=C1\N(C)c2ccccc2C1(C)C
    -7	-36	1	2	10	2	5	-23	-4
> Cc1cccc(-n2ncc3c2CCCC3NC(=O)CCc2ccncc2)c1C (centres undefined)
    0	-2	2	-2	-3	0	-3	-7	-16
> Cn1c(=O)c(C(=O)NCCO)c(O)c2ccccc21
    1	-3	8	1	7	4	2	-3	-7
> CC(SC1=Nc2ccccc2C2CC=NN12)C(=O)NC1(C#N)CCCCC1 (centres undefined)
    -2	2	9	3	7	4	4	25	4

The list goes on:
Order of values – pPAFAH FP inh	PAD4 FP inh	PAFAH1B3 FP inh	PAFAH1B2 inh	GSTO1 counter	LYPLA1 inh	LYPLA2 counter	PREPL inh	PME-1 inh
> CN(C)CCN1C(=O)C(=O)/C(=C(/O)c2ccccc2)C1c1ccccc1F (centres undefined)
    1	-2	4	1	3	1	2	3	-5
> Cc1ccccc1OCC(=O)Nc1cc(S(=O)(=O)N2CCOCC2)ccc1N1CCCC1
    -2	-2	3	5	x	-1	-2	15	0
> COc1cc(-c2cc(C(F)(F)F)n3ncc(C(=O)O)c3n2)cc(OC)c1OC
    -3	-2	1	1	3	-5	-8	5	2
> CCCOc1ccc(-c2nnn(CC(=O)OCC)n2)cc1
    0	1	9	3	-6	0	1	5	11
> N#CCC(=O)Nc1ccc(C(=O)OCC(=O)Nc2cccc(C(F)(F)F)c2)cc1
    -10	-16	-25	-14	-39	-30	-56	-23	-41
> COc1ccc(CN(C)C(=O)c2ccc3ccccc3n2)cc1F
    5	-3	-3	1	3	-3	-8	-1	-1
> COc1ccc(N2CCN(/C(=N\S(=O)(=O)c3ccccc3)Nc3nc(C)cc(C)n3)CC2)cc1
    1	0	8	-2	1	-2	0	17	3
> COc1ccc(NS(=O)(=O)c2ccc(N3CCCC3)c(N)c2)cc1
    2	5	8	7	3	2	2	-10	4
> Cc1ccc(NC(=S)NC(=O)c2ccc(F)cc2)cc1S(=O)(=O)Nc1cccc(Cl)c1
    9	-5	3	-1	-3	-9	-13	-11	-5
> Cc1ccc(Nc2nnc(SC/C(O)=C(\C#N)c3nc4ccccc4[nH]3)s2)c(C)c1
    29*	-7	8	21	-3	-8	-4	49*	64*

Shown bar-delimited: entries from further up.
Compound | pPAFAH FP inh | PAD4 FP inh | PAFAH1B3 FP inh | PAFAH1B2 inh | GSTO1 counter | LYPLA1 inh | LYPLA2 counter | PREPL inh | PME-1 inh
Cc1ccc(NC(=S)NC(=O)c2ccc(F)cc2)cc1S(=O)(=O)Nc1cccc(Cl)c1 | 9 | -5 | 3 | -1 | -3 | -9 | -13 | -11 | -5
COc1ccc(NS(=O)(=O)c2ccc(N3CCCC3)c(N)c2)cc1 | 2 | 5 | 8 | 7 | 3 | 2 | 2 | -10 | 4

(more compounds)
Order of values – pPAFAH FP inh	PAD4 FP inh	PAFAH1B3 FP inh	PAFAH1B2 inh	GSTO1 counter	LYPLA1 inh	LYPLA2 counter	PREPL inh	PME-1 inh
> CCOC(=O)c1cnc(-n2[nH]c(C)c(Cc3ccccc3)c2=O)[nH]c1=O
    9	2	19	6	21	-2	1	18	0
> COc1ccc2noc3c2c1C(=O)c1ccccc1-3
    38*	143*	25	20	20	25*	29*	50*	26*
> NC1=NC(=O)CC(C(=O)Nc2cccc3ccccc23)S1 (centres undefined)
    -1	-11	1	7	1	-1	1	8	0
> COc1ccc(CCOC(=O)c2cccc(NC(C)=O)c2)cc1
    5	2	8	15	1	-2	-3	-2	3
> COc1ccc(NC2CCCN(C(=O)c3ccc(C)nc3)C2)cc1 (centres undefined)
    5	-2	1	1	0	-3	-9	3	3
> Cc1ccc(NC(=O)CSc2nnc(CNC(=O)c3c(F)cccc3Cl)o2)cc1
    5	2	-3	0	4	-2	-8	2	-7
> Cc1ccc(-n2nc3c(=O)n(CC(=O)NCc4ccccc4)nc(C)c3c2C)cc1
    0	1	2	3	21	4	6	4	4
> CC1CCC(CN2CCN=C2N(C)C)CC1 (centres undefined)
    -6	4	12	3	1	-1	2	-1	1

A portion of the library, so the mix of outcomes need not match the whole.
